# BAZ2B block: blocks human BAZ2B | Q9UIF8 | AlphaScreen BAZ2B-H3K14Ac peptide displacement | Potency, µM (top dose mostly 114 µM), without a hit: top-dose activity change, negative = inhibition, usual class: inhibitors | 360,000 tested, 4.4% active | AID 504333; note: % is set by controls: 0 for no effect and ±100 for the full control effect; nearly all actives have a fitted effect of over 60% in size
#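 Compounds, titrated to a top concentration of 110 uM, were incubated 30 min at room temperature with preformed BAZ2B/acetyl-K14 H3 peptide complex (50 nM each). Proximity signal was measured by AlphaScreen after 20 min with beads.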
# Pol iota inh: DNA polymerase iota (human) inhibition; Pol iota fluorescent replication assay, 10 min; Potency, µM (top dose mostly 115 µM), inactives show at the top dose activity, negative = inhibition, hits mostly inhibitors; Q9UNA4; 390,000 tested, 1% active; AID 588590
#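 Pol iota at 10 nM preincubated 15 min with compounds at room temperature; reaction started with fluorescent substrate, 50 nM final. Fluorescence read kinetically at 0 and 10 min; buffer-only wells as negative control.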
# POLH inh: blocks human DNA polymerase eta activity. recombinant Pol eta, fluorescent DNA replication assay. Potency, µM (titrated, usually from 114 µM), inactives show at the highest dose activity change, negative = inhibition, most hits filed as inhibitors. 390,000 tested, 1.2% active. Q9Y253; note: % is set by controls: 0 for no effect and ±100 for the full control effect
#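 Fluorescent replication assay: 50 nM final substrate added after a 15 min room-temperature compound preincubation with 10 nM enzyme. Signal taken at 0 min and again at 10 min.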
# JMJD2A Tudor inh: inhibitors of human JMJD2A Tudor domain. Potency, µM (highest dose often 114 µM), for inactives: at the top dose activity change, negative = inhibition, most hits filed as inhibitors. 390,000 tested, 4.4% active. O75164. AlphaScreen JMJD2A-Tudor / H3K4me3 peptide binding. AID 504339; note: % is set by controls: 0 for no effect and ±100 for the full control effect; nearly all actives have a fitted effect of over 50% in size
# BLM helicase inh: blocks DNA unwinding by human BLM helicase; recombinant BLM DNA unwinding, fluorescence dequenching; Potency, µM (highest dose often 56.1 µM), for inactives: at the top dose activity change, negative = inhibition, actives largely listed as inhibitors; 350,000 tested, 0.2% active;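 note: plate controls were vehicle for no effect and no enzyme for full effect; nearly all actives have a fitted effect of over 35% in size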
# Pol beta inh: inhibitors of human DNA polymerase beta; 340,000 tested, 1.3% active; Potency, µM (series often up to 114 µM), without a hit: at the top dose activity change, negative = inhibition, actives largely listed as inhibitors; P06746; AID 485314; Pol beta primer extension/strand displacement, fluorescence kinetic; note: % is set by controls: 0 for no effect and ±100 for the full control effect
#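 Preincubation: enzyme (10 nM) with compound, 15 min, RT. Reaction: substrate added to 50 nM final. Reads: 0 and 10 min. Analysis: normalized, Hill fit.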
# APEX1 inh: APE1 (human) endonuclease inhibition; P27695; recombinant APE1, TAMRA/BHQ-2 abasic DNA cleavage fluorescence; Potency, µM (series often up to 65.8 µM), inactives show at the top dose activity change, negative = inhibition, hits mostly inhibitors; 350,000 tested, 0.35% active; AID 2517;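 note: plate controls were vehicle for no effect and reference inhibitor for full effect; nearly all actives have a fitted effect of over 55% in size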
#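 Incision of a quenched TAMRA/BHQ-2 THF abasic-site duplex (50 nM) by 0.75 nM APE1, after 15 min compound preincubation, measured as fluorescence increase over three 60 s reads. Values normalized to buffer, DMSO and NSC13755 control wells.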
# G9a block: G9a (human) methyltransferase inhibition | Q96KQ7 | G9a H3K9 monomethylation, AlphaScreen, 2 h | Potency, µM (doses to about 102 µM), for the others: top-dose activity, negative = inhibition, usual class: inhibitors | 350,000 tested, 8.8% active | AID 504332; note: % is set by controls: 0 for no effect and ±100 for the full control effect; nearly all actives have a fitted effect of over 75% in size
#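 Compounds were preincubated with 20 nM G9a for 15 min, after which biotinylated H3K9 peptide (500 nM) and SAM (20 uM) started a 2 h room-temperature reaction. Monomethylated product was quantified by antibody-based AlphaScreen chemiluminescence.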
# POLK inh: inhibitors of human DNA polymerase kappa; purified Pol kappa, fluorescent DNA synthesis assay, 10 min; Potency, µM (series often up to 107 µM), without a hit: top-dose activity, negative = inhibition, usual class: inhibitors; 400,000 tested, 0.53% active; AID 588579; note: % is set by controls: 0 for no effect and ±100 for the full control effect
# Target sequence (Q9UBT6 whole entry, looked up): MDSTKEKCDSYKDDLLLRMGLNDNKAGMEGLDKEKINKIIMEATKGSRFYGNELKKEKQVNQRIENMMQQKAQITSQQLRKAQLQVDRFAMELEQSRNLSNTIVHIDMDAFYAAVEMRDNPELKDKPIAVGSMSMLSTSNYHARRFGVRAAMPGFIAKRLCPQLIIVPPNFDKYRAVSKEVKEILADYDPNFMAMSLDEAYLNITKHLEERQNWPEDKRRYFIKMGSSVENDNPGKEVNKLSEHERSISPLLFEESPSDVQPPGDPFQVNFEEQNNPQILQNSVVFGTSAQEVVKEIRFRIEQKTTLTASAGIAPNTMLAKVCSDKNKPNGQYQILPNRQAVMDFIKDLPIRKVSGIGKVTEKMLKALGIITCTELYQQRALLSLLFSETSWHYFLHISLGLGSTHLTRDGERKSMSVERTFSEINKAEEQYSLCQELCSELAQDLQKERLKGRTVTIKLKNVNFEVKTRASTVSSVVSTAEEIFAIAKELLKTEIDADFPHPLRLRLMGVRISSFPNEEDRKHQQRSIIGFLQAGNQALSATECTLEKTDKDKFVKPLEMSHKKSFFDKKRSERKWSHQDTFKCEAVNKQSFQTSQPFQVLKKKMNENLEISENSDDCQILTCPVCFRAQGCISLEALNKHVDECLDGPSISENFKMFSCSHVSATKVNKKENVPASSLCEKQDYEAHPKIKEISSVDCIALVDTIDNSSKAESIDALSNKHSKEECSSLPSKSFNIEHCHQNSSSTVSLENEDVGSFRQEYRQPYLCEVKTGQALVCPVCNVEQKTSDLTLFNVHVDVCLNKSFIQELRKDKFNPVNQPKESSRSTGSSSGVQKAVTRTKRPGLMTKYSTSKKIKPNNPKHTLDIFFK
#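 First, compounds were pin-transferred onto 10 nM Pol kappa. After 15 min at room temperature, substrate was added to 50 nM final. Fluorescence was then measured kinetically at 0 and 10 min.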
# An asterisk follows results filed as active; ? = inconclusive; . = no result given; & = joins results of further samples; [ ] = another dose, or the depositor's remark. Calls come from the whole dose curve; as a rule, active = well fitted curve in the direction sought with a large enough effect; inconclusive = small, poorly fitted or top-dose-only effect, or another doubt; inactive = no such curve, though single readings can be large; an effect the other way counts as inactive or inconclusive. Potency is the fitted concentration of half-maximal effect. Some of the compounds tested (hit frequency here may not be typical).
# Assay codes: A = BAZ2B block; B = Pol iota inh; C = POLH inh; D = JMJD2A Tudor inh; E = BLM helicase inh; F = Pol beta inh; G = APEX1 inh; H = G9a block; I = POLK inh
O=C1c2[nH]nc(-c3ccccc3O)c2C(c2ccc(F)cc2)N1CCO (stereo not given)
  A: -12%	B: 24%	C: -15%	D: -12%	E: -2%	F: 2%	G: .	H: 2%[59 µM]	I: -13%
O=C(c1cc(COc2ccc(F)cc2F)on1)N1CCN(C(=O)c2ccco2)CC1
  A: ?	B: ?	C: -13%	D: -20%	E: -8%	F: -27%	G: 11%	H: ?	I: -6%
CC(C)c1ccccc1-n1c(SCc2cc(=O)oc3ccc4ccccc4c23)nnc1-c1cccnc1
  A: ?	B: -7%	C: ?	D: ?	E: -11%	F: -24%	G: 3%	H: ?	I: -7%
COc1cc(NC(=O)c2ccccc2F)c(OC)cc1NC(=O)CN1CCOCC1
  A: -34%	B: 104%[activator]	C: -16%	D: -20%	E: -3%	F: 14%	G: -4%	H: 45µM*	I: -9%
Cc1cc(C)n2nc(SCC(=O)c3cc(C)n(-c4cc(C)on4)c3C)nc2n1
  A: ?	B: -15%	C: -10%	D: -15%	E: -9%	F: -2%	G: ?	H: 50µM*	I: -3%
Cc1ccc(SCCSc2ncccn2)cc1
  A: 124%[activator]	B: 45%[activator]	C: -26%	D: 80%[activator]	E: 2%	F: 37%	G: -15%	H: .	I: 0%
Cn1c(COc2ccc(Cl)cc2)nnc1SCC(=O)NC1CCCCC1
  A: .	B: 17%	C: 0%	D: -8%	E: .	F: .	G: .	H: .	I: -14%
O=C1c2ccccc2NC2(CCCC2)N1N=C1CCCC1
  A: 0%	B: -2%	C: 1%	D: -12%	E: -3%	F: -4%	G: 2%	H: .	I: -5%
CC(=O)Oc1cc(C)cc2oc(=O)cc(-c3ccccc3)c12
  A: 5%	B: 7%	C: -18%	D: -14%	E: -3%	F: -1%	G: 16%	H: 15%[0.501 µM]	I: -15%
CC(C)C1Nc2ccc(S(=O)(=O)N3CCOCC3)cc2NC1=O (stereo not given)
  A: .	B: 33%	C: -8%	D: -6%	E: -1%	F: 21%	G: -1%	H: 14%	I: 8%
Cc1[nH]n2c(=O)c3c(nc2c1-c1cccc2ccccc12)CCC3
  A: -6%	B: 0%	C: -9%	D: -15%	E: -6%	F: 29%	G: 4%	H: 25%	I: -13%
Nc1nc(SCC(=O)c2cccs2)n[nH]1
  A: -6%	B: 33%[activator]	C: -9%	D: -8%	E: 3%	F: 45%	G: ?	H: 25%	I: -10%
Cc1ccc(CNC(=O)C2COc3ccccc3O2)cc1 (stereo not given)
  A: -2%	B: -11%	C: -8%	D: -4%	E: 2%	F: 7%	G: 2%	H: -36%	I: -4%
N#CC1(Nc2ccc(Br)cc2)CCCC1
  A: .	B: 17%	C: -7%	D: -12%	E: .	F: .	G: .	H: .	I: -4%
Cc1ccsc1/C=N/N1CCN(C2c3ccccc3-c3ccccc32)CC1
  A: ?	B: 1%	C: -15%	D: ?	E: -5%	F: 7%	G: 2%	H: 33%[0.501 µM]	I: 6%

# Structural class, those above containing an NH in an aromatic ring.
# Assay codes: A = BAZ2B block; B = Pol iota inh; C = POLH inh; D = JMJD2A Tudor inh; E = BLM helicase inh; F = Pol beta inh; G = APEX1 inh; H = G9a block; I = POLK inh
O=C1c2[nH]nc(-c3ccccc3O)c2C(c2ccc(F)cc2)N1CCO (stereo not given)
  A: -12%	B: 24%	C: -15%	D: -12%	E: -2%	F: 2%	G: .	H: 2%[59 µM]	I: -13%
Cc1[nH]n2c(=O)c3c(nc2c1-c1cccc2ccccc12)CCC3
  A: -6%	B: 0%	C: -9%	D: -15%	E: -6%	F: 29%	G: 4%	H: 25%	I: -13%
Nc1nc(SCC(=O)c2cccs2)n[nH]1
  A: -6%	B: 33%[activator]	C: -9%	D: -8%	E: 3%	F: 45%	G: ?	H: 25%	I: -10%

# (listing goes on)
# Assay codes: A = BAZ2B block; B = Pol iota inh; C = POLH inh; D = JMJD2A Tudor inh; E = BLM helicase inh; F = Pol beta inh; G = APEX1 inh; H = G9a block; I = POLK inh
Cc1ccc(Cl)c(OCC(=O)N(C)CC(=O)Nc2ccc(N3CCOCC3)cc2)c1
  A: -33%	B: 19%	C: -5%	D: -14%	E: .	F: .	G: 3%	H: 11%[0.501 µM]	I: 5%
COCCN=c1scc(-c2cccs2)n1/N=C/c1ccc(O)c(O)c1O
  A: 35µM*	B: ?	C: ?	D: 8.9µM*	E: -19%	F: 4.5µM*	G: 2%	H: 5.6µM*	I: ?
COc1cc(OC)c(NC(=S)Nc2cc(Cl)cc(Cl)c2)cc1Cl
  A: ?	B: 135%[activator]	C: -18%	D: -32%	E: -10%	F: 2%	G: -6%	H: ?	I: -9%
O=C(O)c1ccc(NCc2nc3ccccc3n2CCOc2ccccc2Cl)cc1
  A: -8%	B: -20%&-6%	C: -18%&-12%	D: -22%&-19%	E: 5%&1%	F: 95%&1%	G: -14%	H: -2%	I: -6%&-1%
CC(C)(C)CN1CCNC(=O)C1CC(=O)N1CCN(c2ccccc2)CC1 (stereo not given)
  A: -20%	B: 7%	C: -1%	D: -22%	E: 1%	F: -14%	G: 2%	H: 56µM*	I: -8%
C=CCn1c(SCC(=O)NC2CCCC2)nnc1-c1ccccn1
  A: -35%	B: 12%	C: 0%	D: -16%	E: -3%	F: 1%	G: -5%	H: 9%	I: -10%
CCN(CC)S(=O)(=O)c1ccc2c(c1)CC(C(=O)N1CCCC1)N2C(C)=O (stereo not given)
  A: -2%	B: -5%	C: -11%	D: 1%	E: 1%	F: 6%	G: 57%[activator]	H: 13%	I: -10%
CCOc1cc(/C=N/n2cnnc2)ccc1OS(=O)(=O)c1ccccc1
  A: -14%	B: 90%[activator]	C: -22%	D: -9%	E: -3%	F: 3%	G: 5%	H: ?	I: 5%
Cc1ccc(S(=O)(=O)NCCOCCNS(=O)(=O)c2ccc(C)cc2)cc1
  A: -3%	B: 4%	C: -3%	D: ?	E: -1%	F: 3%	G: 2%	H: 14%	I: -24%
O=C(NCCC(=O)N(Cc1ccco1)Cc1cccs1)c1ccc(Br)cc1
  A: -32%	B: 3%	C: -14%	D: -13%	E: .	F: .	G: -13%	H: 15%[59 µM]	I: -9%
COc1ccc(C(=O)Nc2ccccc2)cc1S(=O)(=O)Nc1cc(C)on1
  A: -3%	B: -6%	C: -10%	D: -11%	E: 2%	F: -2%	G: 17%	H: ?	I: -1%
CCC(=O)Nc1nnc(C)s1
  A: 4%	B: -1%	C: -12%	D: -5%	E: -5%	F: 11%	G: ?	H: -1%[59 µM]	I: -11%
C[C@H]1C(c2ccc(F)cc2)=NN(c2ccccc2)[C@@H]1CO
  A: .	B: -2%	C: -14%	D: 74%[activator]	E: -15%[75.6 µM]	F: .	G: 15%&-4%	H: 104%[activator]	I: 9%&-14%
COc1cc(C(=O)NCCN2C(=O)S/C(=C\c3ccc(F)cc3)C2=O)ccc1OCC(=O)N1CCOCC1
  A: 2%	B: -6%	C: -15%	D: -23%	E: -4%	F: -3%	G: -2%	H: 12%[59 µM]	I: -18%
CC(OC(=O)CCCN=C1NS(=O)(=O)c2ccccc21)C(=O)NC1CCCCC1C (stereo not given)
  A: -3%	B: -22%	C: -2%	D: -17%	E: -8%	F: 5%	G: 4%	H: ?	I: -10%

# The listing continues.
# Assay codes: A = BAZ2B block; B = Pol iota inh; C = POLH inh; D = JMJD2A Tudor inh; E = BLM helicase inh; F = Pol beta inh; G = APEX1 inh; H = G9a block; I = POLK inh
O=C(CN1C(=O)CCS(=O)(=O)c2ccccc21)NCCc1ccccc1
  A: -7%[57.1 µM]	B: 18%	C: 3%	D: -18%	E: 0%	F: 4%	G: 29%	H: -8%	I: 0%
S=C(Nc1ccc2nsnc2c1)N1CCCCC1
  A: 0%	B: 3.5µM*	C: -9%	D: -5%	E: -17%	F: 2%	G: -9%	H: 16µM*	I: -10%
CC(/C=C/C(=O)c1ccc(C)cc1)=C\c1ccccc1
  A: 30%	B: -11%	C: -22%	D: 37%[activator]	E: -6%	F: ?	G: -4%	H: 9%[59 µM]	I: -11%
CCCCn1c(N)c(N(CC(C)C)C(=O)c2cccc(S(=O)(=O)N3CCN(C)CC3)c2)c(=O)[nH]c1=O
  A: 4%	B: 20%	C: -15%	D: -13%	E: .	F: .	G: 42%	H: -39%	I: 2%
COc1ccc(NC(=O)C(NS(=O)(=O)c2ccc3c(c2)CCCN3C(C)=O)C(C)C)c(OC)c1 (stereo not given)
  A: 56µM*	B: 13%	C: -1%	D: -24%	E: 1%	F: 25%	G: 2%	H: ?	I: 0%
CC1CCN(CCCNC(=O)C2CCN(S(=O)(=O)N3CCCCC3)CC2)CC1
  A: ?	B: 4%	C: 3%	D: ?	E: -3%	F: 17%	G: 15%	H: -10%[0.501 µM]	I: -5%
CCC(Sc1nc2cc3c(cc2c(=O)n1CCCC(=O)NCc1ccc2c(c1)OCO2)OCO3)C(=O)NCCCOC (stereo not given)
  A: 5%	B: 1%	C: 6%	D: 5%	E: 4%	F: 41%[activator]	G: .	H: -2%[59 µM]	I: 3%[60.1 µM]
O=C(CSc1nc(-c2ccco2)cc(C(F)(F)F)n1)N1CCN(c2ccc(Cl)cc2)CC1
  A: 5%	B: -21%	C: -15%	D: -11%	E: -7%	F: -2%	G: 10%	H: ?	I: -10%
Cc1cc(Cl)c(OCCOCCN2CCCC(C)C2)c(Br)c1 (stereo not given)
  A: 56µM*	B: 174%[activator]	C: -22%	D: ?	E: 0%	F: -1%	G: 3%	H: 16µM*	I: 4%
COc1ccc(Cl)cc1N1C(=O)CC(N2CCN(S(=O)(=O)c3ccccc3F)CC2)C1=O (stereo not given)
  A: .	B: 20%	C: -15%	D: -11%	E: .	F: .	G: 33%	H: .	I: 0%
CSc1nnc(CCNS(=O)(=O)c2ccccc2Br)n1C
  A: 6%	B: 104%[activator]	C: -3%	D: -6%	E: 2%	F: -2%	G: -11%	H: 1%	I: 1%
CC(C)N1CCN(Cc2cccn2-c2nccs2)CC1CCO (stereo not given)
  A: ?	B: 89%[activator]	C: ?	D: -11%[57.1 µM]	E: -15%	F: 4%	G: 6%	H: .	I: -2%
CCn1c(=O)c(C(=O)NNS(=O)(=O)c2ccc(NC(=O)OC)cc2)c(O)c2ccccc21
  A: -33%	B: 93%[activator]	C: -24%	D: 5%	E: -4%	F: 1%	G: 49%	H: ?	I: 2%
O=C(O)c1ccc(NCCc2ccc(Cl)cc2)c([N+](=O)[O-])c1
  A: ?	B: 15%	C: -10%	D: -34%	E: -1%	F: -2%	G: 2%	H: 79µM*	I: 11%

# From PubChem
